TRPC6 inhibitor: inhibitors of mouse TRPC6 channel; Q61143; HEK293-TRPC6, membrane potential dye, ACh-evoked depolarization; stronger effect = lower value; B-score at 10 µM; actives 1.1% (n = 310,000);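 active = B-score under library mean minus 3 SD, initial fluorescence not abnormally high, positive integrated signal ratio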;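 note: B-score derived from integrated fluorescence ratio over the kinetic read; more negative B-score means stronger inhibition of depolarization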
KLF5 inh: inhibitors of KLF5 expression. DLD-1 KLF5 promoter-luciferase reporter, luminescence. inhibition, % at 5 µM. actives 0.23% (n = 290,000). AID 1700;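 active = inhibition above a per-plate limit of that plate's mean compound inhibition plus 3 SD, cut at about 60% in these data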;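 note: 0% = DMSO wells and 100% = LY294002 at 200 µM; higher means less KLF5 promoter-driven luciferase light; inactives centre near -14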
TRPC4 agonist: activators of mouse TRPC4 channel; HEK293 TRPC4beta/mu-opioid, Fluo4 calcium fluorescence; stronger effect = higher value; B-score at 10 µM; actives 0.49% (n = 310,000); AID 2237;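 active = B-score above 5 SD of library B-scores, and initial fluorescence ratio not above library mean plus 5 SD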;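 note: positive B-score marks a calcium rise read as TRPC4 activation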
Target sequence (Q9QUQ5 whole entry, looked up): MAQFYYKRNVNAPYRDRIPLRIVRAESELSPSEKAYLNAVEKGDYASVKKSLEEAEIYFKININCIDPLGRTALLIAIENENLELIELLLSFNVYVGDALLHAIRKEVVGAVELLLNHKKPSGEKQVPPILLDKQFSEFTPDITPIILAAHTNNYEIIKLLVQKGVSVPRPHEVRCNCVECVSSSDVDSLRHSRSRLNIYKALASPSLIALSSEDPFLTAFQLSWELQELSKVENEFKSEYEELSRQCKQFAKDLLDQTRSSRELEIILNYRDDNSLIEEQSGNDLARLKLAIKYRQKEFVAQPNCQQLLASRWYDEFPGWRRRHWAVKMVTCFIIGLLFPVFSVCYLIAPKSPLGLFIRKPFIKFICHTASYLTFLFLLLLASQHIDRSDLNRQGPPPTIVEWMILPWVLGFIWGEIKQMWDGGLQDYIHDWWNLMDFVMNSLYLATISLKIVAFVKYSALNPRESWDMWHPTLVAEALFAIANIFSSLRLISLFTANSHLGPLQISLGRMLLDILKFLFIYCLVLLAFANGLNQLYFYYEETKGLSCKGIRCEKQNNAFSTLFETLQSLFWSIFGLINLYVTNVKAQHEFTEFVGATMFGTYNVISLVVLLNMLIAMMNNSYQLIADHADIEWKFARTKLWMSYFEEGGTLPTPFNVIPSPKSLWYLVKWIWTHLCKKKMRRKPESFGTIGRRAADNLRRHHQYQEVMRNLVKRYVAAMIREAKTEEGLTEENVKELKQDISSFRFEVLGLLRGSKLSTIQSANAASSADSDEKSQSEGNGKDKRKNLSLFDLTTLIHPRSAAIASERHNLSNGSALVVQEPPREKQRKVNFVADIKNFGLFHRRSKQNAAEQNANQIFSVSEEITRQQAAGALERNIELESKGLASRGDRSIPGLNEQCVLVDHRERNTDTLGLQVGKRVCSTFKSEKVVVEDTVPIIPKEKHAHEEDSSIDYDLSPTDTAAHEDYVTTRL
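Assay system: HEK293 stable line with TRPC4beta plus mu-opioid receptor. Times: dye 45 min RT, read 110 s. Measured by: kinetic Fluo4 calcium fluorescence. Measure: B score of integrated ratio. Controls: assay buffer as low control, maximal DAMGO as high control.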
TRPC4 inh: blocks the mouse TRPC4 cation channel | HEK293 TRPC4beta/mu-opioid, DAMGO-evoked Fluo4 calcium flux; stronger effect = lower value | actives 0.39% (n = 300,000) | Q9QUQ5 | B-score at 10 µM;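 active = B-score over 3 SD under the library average, no early fluorescence shift, positive overall ratio signal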
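Assay system: HEK293 cells with stable TRPC4beta plus mu-opioid receptor expression; Probe or stimulus: DAMGO in two steps, submaximal then maximal; Dosing: single-point compound dosing; Measured by: Fluo4 calcium-dye fluorescence, kinetic read; Read-out basis: B score from integrated Fluo4 fluorescence ratio.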
SKKanGAS inh: SKKanGAS growth inhibition. S. pyogenes SKKanGAS, kanamycin growth, BacTiter-Glo, 6 h. inhibition, % at 7.5 µM. actives 1.3% (n = 300,000). AID 1662;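 active = mean replicate score, as percent of positive control median, at least 50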;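 note: strain carries kanamycin resistance gene driven by streptokinase promoter and grows in 40 µg/ml kanamycin; loss of luminescence reflects streptokinase promoter inhibition or plain growth inhibition; 0% = median of DMSO wells and 100% = positive control at its reference dose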
IEC-6 cytotox: counter-screen for KLF5 inhibitors: cytotoxicity in IEC-6 cells; IEC-6 cytotoxicity, luminescence viability; actives 0.78% (n = 290,000); inhibition, % at 5 µM; AID 1825; in the data active = inhibition above about 22%;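 note: 0% = plate median of test compound wells and 100% = cytotoxic reference compound wells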
aSyn UTR inh: 5' untranslated region of α-synuclein, MLPCN primary screen | alpha-synuclein 5'UTR reporter, inhibitor activity | inhibition, % (tested at 7.5 µM) | actives 0.82% (n = 300,000) | AID 1813; in the data active = inhibition above about 60%;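 note: H4 neuroglioblastoma cells stably carrying SNCA 5'UTR luciferase fusion; 0% = DMSO wells and 100% = positive control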
MrgX1 antagonist: antagonists of human MrgX1 receptor | Q96LB2 | MRGX1-HEK293 calcium flux, Fluo-4, BAM8-22 antagonism; stronger effect = lower value | B-score at 10 µM | actives 1.3% (n = 310,000);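 active = calcium-response B-score plate-corrected more than 3 library SD below zero, starting fluorescence within 5 deviations, no agonist response on first addition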;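 note: peak minus trough fluorescence over baseline after final BAM8-22 challenge near maximal dose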
HIF act: HIF pathway transcriptional activation; U2OS HRE-luciferase reporter, luminescence; normalized: DMSO 0%, desferrioxamine 100%; activation, % at 7.5 µM (by protocol); actives 0.32% (n = 300,000); AID 1910;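 active = mean activation of at least 10% of the iron chelator positive control signal, with at least half of replicates also reaching 10%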
TRPC4 potent: TRPC4 (mouse) allosteric potentiation; B-score at 10 µM; AID 2227; actives 0.42% (n = 310,000); HEK293 TRPC4beta/mu-opioid, DAMGO EC20, Fluo-4 Ca2+ flux; stronger effect = higher value; Q9QUQ5;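 active = B-score of calcium response area above 5 SD of library B-scores, with initial fluorescence ratio within 5 SD of library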;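 note: B-score of integrated fluorescence ratio over time as area under calcium response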
TRPC6 act: activates the mouse TRPC6 cation channel. HEK293-TRPC6 membrane potential dye fluorescence; stronger effect = higher value. B-score at 10 µM. actives 0.13% (n = 310,000). AID 2550;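 active = B-score of the integrated fluorescence ratio above library mean plus 3 SD, and starting fluorescence ratio within library mean plus 5 SD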;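 note: higher score means more depolarization so channel activation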
* marks the source's active call; other numbers are inactive results; i = inactive; x = not tested or not shown. An unsorted share of the library. Share with any hit: about 5.8%.

SMILES	TRPC6 inhibitor	KLF5 inh	TRPC4 agonist	TRPC4 inh	SKKanGAS inh	IEC-6 cytotox	aSyn UTR inh	MrgX1 antagonist	HIF act	TRPC4 potent	TRPC6 act
CCOc1ccc(CCNC(=O)c2ccc(C)c(N3CCCC3=O)c2)cc1OCC	i	-28	i	i	-3	0	13	i	-0.2	i	i
Cc1cc(C)c2sc(N(CCCN(C)C)C(=O)c3ccc(S(=O)(=O)N(C)Cc4ccccc4)cc3)nc2c1	i	x	i	i	22	x	8	i	-1.9	i	i
O=[N+]([O-])c1cc2c(cc1/C=N/n1c(-c3ccccn3)n[nH]c1=S)OCO2	i	-6	i	i	-2	-20	4	i	-0.8	i	i
CCC(C)c1ccc(NC(=S)Nc2ccc(OC)cc2C)cc1 (stereo unspecified)	i	-16	i	i	-13	4	18	i	-0.4	i	i
Cc1ccc(C(=O)O)cc1NC(=S)NC(=O)c1ccc([N+](=O)[O-])c(C)c1	i	-86	i	i	x	2	4	i	0.0	i	i
C[N+]1(CC#CC(O)(c2ccccc2)c2ccccc2)CCCC1	-7.3*	0	i	i	1	1	16	i	-0.1	i	i
COc1ccc(OCC(=O)Nc2ccc(S(=O)(=O)Nc3cc(C)on3)cc2)cc1	i	x	i	i	29	x	4	i	0.0	i	i
COc1ccccc1NC(=O)CCC(=O)OCc1cccc([N+](=O)[O-])c1	i	-24	i	i	2	-2	2	i	0.3	i	i
CCOc1ccc2[nH]c(C)c(CN3CCCCC3)c(=O)c2c1	i	-22	i	i	-1	2	-2	i	0.1	i	i
Cn1cnc([N+](=O)[O-])c1Sc1nc2ccccc2[nH]1	i	-6	i	i	-4	10	38	i	0.2	i	i
N#CCCn1c(Cl)nc2ccccc21	i	-23	i	i	-8	-6	10	i	-0.2	i	i
Cc1cccc(C)c1NC(=O)COC(=O)c1ccc2c(c1)OCO2	i	-10	i	i	-3	3	11	i	-0.4	i	i
CC(C)OC(=O)c1ccc(N)cc1	i	-76	i	i	-5	0	-24	i	0.8	i	i
FC(F)(F)c1cc(-c2ccccc2)nc2nc(N3CCOCC3)sc12	i	-12	i	i	-8	3	31	i	-0.7	i	i
CCCc1nn2c(=O)cc(O)nc2s1	i	-17	i	i	4	1	-12	i	0.0	i	i
COc1cccc(CNC(=O)C2CCC(CNc3nc(=S)[nH]c4ccccc34)CC2)c1 (stereo unspecified)	i	-34	i	i	3	2	0	i	2.7	i	i
COc1cc(CN(C)CC(=O)c2[nH]c(C)c(C(C)=O)c2C)ccc1OC(F)F	i	-17	i	i	-3	2	-1	i	0.2	i	i
O=C(Nc1nnc(SCc2cccnc2)s1)C1CC(=O)N(c2ccccc2)C1 (stereo unspecified)	i	-4	i	i	0	-6	1	i	0.9	i	i
CCN(Cc1ccncc1)C(=O)c1ccc2c(c1)S(=O)(=O)c1ccccc1C2=O	i	-14	i	i	4	3	-2	i	-0.3	i	i
O=C(c1cccs1)N1CCN(Cc2cccc([N+](=O)[O-])c2)CC1	i	-15	i	i	-9	16	12	i	0.2	i	i
CC(C)c1csc(CN2CCN(Cc3ccc(F)c(F)c3)C(CCO)C2)n1 (stereo unspecified)	i	-2	i	i	1	8	-1	i	0.8	i	i
CCOC(=O)c1sc(NC(=O)COc2ncnc3ccccc23)c(C(=O)OCC)c1C	i	6	i	i	9	-2	26	i	0.1	i	i
CCOC(=O)c1cnc(SCC(=O)Nc2cc(OC)cc(OC)c2)nc1N	i	-6	i	i	0	9	20	i	-1.2	i	i
COc1ccc(CNC(=O)C2CCCN2S(=O)(=O)c2ccc(F)cc2)cc1 (stereo unspecified)	i	-1	i	i	-2	0	-9	i	-0.5	i	i
Cc1nn(C)c(C)c1/C=C(/C(=O)C(C)(C)C)n1cncn1	i	-6	i	i	-7	-4	89*	i	0.1	i	i
Later entries.
SMILES	TRPC6 inhibitor	KLF5 inh	TRPC4 agonist	TRPC4 inh	SKKanGAS inh	IEC-6 cytotox	aSyn UTR inh	MrgX1 antagonist	HIF act	TRPC4 potent	TRPC6 act
CCOC(=O)c1c(NC(=O)c2ccc(N3C(=O)[C@@H]4[C@H](C3=O)[C@H]3C=C[C@@H]4C3)cc2)sc2c1CCCC2	i	12	i	i	18	0	-5	i	0.3	i	i
CCN(CC(=O)Nc1cccc(OC)c1)c1ncnc2sc(C)c(C)c12	i	11	i	i	7	3	-24	i	0.3	i	i
CC1=Nc2ccccc2N=C(NC(=O)CN2CCN(c3ccccc3)CC2)C1c1ccccc1 (stereo unspecified)	i	-4	i	i	-3	-4	-4	i	0.5	i	i
Cc1ccc(-c2noc(CCC(N)=O)n2)cc1	i	-25	i	i	-3	0	-6	i	1.8	i	i
Cc1ccccc1NC(=O)c1ccc2ccccc2c1	i	-101	i	i	7	6	-150	i	3.2	i	i
C/C(=N\NC(=O)c1ccc(N(C)C)cc1)c1ccc(C)cc1C	i	5	i	i	-5	4	-12	i	1.2	i	i
Cc1nc(NC(=O)COC(=O)c2ccc(S(=O)(=O)N3CCc4ccccc4C3)cc2)c(Cl)cc1Cl	i	-12	i	i	-12	-5	-10	i	0.0	i	i
CSc1ncc(Cl)c(C(=O)NCc2cccnc2)n1	i	-24	i	i	0	1	-22	i	-4.5	i	i
O=C(O)CN1C(=O)C2C3C=CC(C2C1=O)C1C(=O)N(CC(=O)O)C(=O)C31 (stereo unspecified)	i	-4	i	i	-2	4	-26	i	-0.5	i	i
O=C(NCc1nc2ccccc2[nH]1)c1cccc(S(=O)(=O)N2CCCCC2)c1	i	-16	i	i	21	-2	11	i	0.5	i	i
COc1ccc(N2C(=O)CCC2=O)c(OC)c1	i	-7	i	i	1	-3	10	i	0.2	i	i
Cc1cc(C)nc(SCC(=O)N(C)CC(=O)Nc2c(Cl)cccc2Cl)n1	i	x	i	i	-11	x	6	i	-0.7	i	i
COc1ccc(CNc2nc3nc(C)cc(C)n3n2)cc1	i	-12	i	i	2	-4	-24	i	0.1	i	i
CCc1nc(SCC(=O)N2CCN(C(=O)c3ccco3)CC2)c2c3c(sc2n1)CCCC3	i	-27	i	i	35	-8	6	i	-0.7	i	i
CCCCP(=O)(CCCC)CCP(=O)(c1ccccc1)c1ccccc1	i	-3	i	i	-12	1	-5	i	-28	i	i
COc1ccc2c(c1)Sc1ccccc1N2	i	-30	i	i	11	5	-44	x	1.4	i	i
CS/C(=N\S(=O)(=O)c1cccs1)Nc1ccc(N2CCOCC2)cc1	i	-47	i	i	-1	-2	-34	i	0.4	i	i
COc1ccc(OC)c(S(=O)(=O)CC(=O)c2cc3ccc(OC)cc3oc2=O)c1	i	-22	i	i	10	-6	-9	i	-0.6	i	i
O=C(N/N=C/c1c(O)ccc2ccccc12)c1cccnc1	i	82*	i	i	24	75*	93*	-7.6*	83*	i	i
Cc1ccc(Cn2c(N/N=C/c3ccncc3)nc3c2c(=O)n(C)c(=O)n3C)cc1	i	-7	i	i	5	8	9	i	-0.4	i	i
O=C(Cn1cnc2cc([N+](=O)[O-])ccc2c1=O)Nc1ccccc1Cl	i	-23	i	i	-4	-4	21	i	-0.2	i	i
O=C(C(Cc1ccccc1)n1cccc1)N1CCN(c2ccccc2)CC1 (stereo unspecified)	i	-10	i	i	1	0	9	i	-0.4	i	i
Cc1cc(S(=O)(=O)N2CCOCC2)ccc1OCC(=O)NCC1CCCO1 (stereo unspecified)	i	-2	i	i	5	-2	-13	i	-0.3	i	i
CCOC(=O)C1Nc2c(F)cc(C)cc2C2c3ccccc3CC12 (stereo unspecified)	i	x	i	i	28	x	-4	i	-11	i	i
O=C(COC(=O)c1ccccc1C(=O)c1ccccc1)c1ccco1	i	3	i	i	4	3	-2	i	0.1	i	i
Following part
SMILES	TRPC6 inhibitor	KLF5 inh	TRPC4 agonist	TRPC4 inh	SKKanGAS inh	IEC-6 cytotox	aSyn UTR inh	MrgX1 antagonist	HIF act	TRPC4 potent	TRPC6 act
Cc1ccc(S(=O)(=O)N2CCCCC2CCNC(=O)C(=O)NCc2ccccc2C)cc1 (stereo unspecified)	i	x	i	i	-1	x	-2	i	0.5	i	i
CCc1ccc(S(=O)(=O)Nc2c(C)nc3nc[nH]n3c2=O)cc1	i	-21	i	i	-1	-3	10	i	1.0	i	i
COCCNC(=O)c1cc(S(=O)(=O)N(C)c2ccccc2OC)ccc1C	i	-33	i	i	-6	-2	13	i	0.1	i	i
Cc1ccccc1S(=O)(=O)Cc1ccc(C(=O)N2CCN(c3ccccc3F)CC2)o1	i	-16	i	i	7	0	6	i	0.2	i	i
COC(=O)c1sc(N(C)C)c(C#N)c1-c1ccccc1	i	-18	i	i	-3	-10	8	i	-0.6	i	i
COc1ccccc1CNC(=O)C(NC(=O)C1CCCCC1)C(C)C (stereo unspecified)	i	x	i	i	0	x	-14	i	-0.2	i	i
CCCCC1CCC(C(=O)NC2CCS(=O)(=O)C2)CC1 (stereo unspecified)	i	16	i	i	-14	-1	3	i	-0.7	i	i
Cc1ccc(S(=O)(=O)N(CC(=O)Nc2ccc(C)cc2C)C(=O)N2CCN(C)CC2)cc1	i	x	i	i	18	x	0	i	-0.3	i	i
CC(C)c1ccc(CNC(=O)C2CC(=O)N(C3CCCCC3)C2)cc1 (stereo unspecified)	i	1	i	i	9	2	-11	i	0.3	i	i
O=C(/C=C/c1ccccc1)NC(=S)Nc1ccc(CN2CCOCC2)cc1	i	9	i	i	-2	-1	-45	i	-0.4	i	i
COc1ccc(C2C(C(=O)NCc3ccco3)CCC(=O)N2c2ccc(OC)cc2)cc1 (stereo unspecified)	i	-33	i	i	1	-1	3	i	0.2	i	i
CCOc1ccc(-c2c(C(=O)N/N=C/C3CCCCC3)nnn2-c2nonc2N)cc1	i	-2	i	i	8	-7	0	i	-0.3	i	i
CCOc1ccc(C(=O)N[C@H](C(=O)Nc2ccccc2OC)C(C)C)cc1	i	6	i	i	-3	-2	-1	i	-0.8	i	i
COc1cc(OC)cc(C(=O)N2CCN(Cc3ccccc3Br)CC2)c1	i	3	i	i	15	-1	9	i	-0.7	i	i
CCC(=O)Nc1cc2c3c(c1)CCC(=O)N3CCC2	i	-13	i	i	-32	-7	11	i	0.4	i	i
Cc1c(NC(=O)Nc2ccccc2)c(=O)n(-c2ccccc2)n1C	i	-20	i	i	3	-3	12	i	-1.5	i	i

Some values from the results shown.
For HIF act, CC(C)c1ccc(CNC(=O)C2CC(=O)N(C3CCCCC3)C2)cc1 (stereo unspecified) is entered as 0.3
For KLF5 inh, CCOc1ccc(C(=O)N[C@H](C(=O)Nc2ccccc2OC)C(C)C)cc1 is entered as 6
